PAD4 inh – inhibitors of human PAD4 | AID 485272 | hit rate 0.41% among 330,000 | inhibition, % at 6.36 µM | recombinant PAD4, RCA probe fluorescence polarization;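 active means percent inhibition above a cutoff equal to the mean of all tested compounds plus 3 SD, cut at about 15% in these data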;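 further: 0% = PAD4 with RCA probe and DMSO and 100% = probe without PAD4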
TPT1 inh – blocks Candida albicans tRNA 2'-phosphotransferase | inhibition, % at 5 µM | hit rate 0.81% among 300,000 | AID 1962 | recombinant caTPT1, FP RNA substrate dephosphorylation;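 active means inhibition above the mean of all tested compounds plus 3 SD, set per screening campaign, cut at about 24% in these data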;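 further: plate controls were DMSO alone for no effect and ferristatin control at 100 nM for full effect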
Fam108B inh – Fam108B inhibition, counter-screen for RBBP9 inhibitors; recombinant Fam108B, FP-Rh probe fluorescence polarization; inhibition, % at 9.51 µM; hit rate 0.33% among 300,000; AID 1947;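 active means inhibition above the screen mean inhibition plus 3 SD, computed separately per campaign, cut at about 18% in these data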;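 further: inhibitors lower polarization as less probe binds the enzyme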
MCL1-BIM inh – disrupts human MCL1 binding to BIM-BH3 peptide; inhibition, % at 10.9 µM; hit rate 0.68% among 320,000; AID 2057; GST-MCL1 / FITC-Bim-BH3 fluorescence polarization;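 active means inhibition above the mean inhibition of all tested compounds plus 3 SD, set per campaign, cut at about 40% in these data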;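 further: 0% = DMSO wells and 100% = unlabeled Bim-BH3 peptide control; higher means more loss of mP so more displacement of Bim peptide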
GLD-1 RNA inh – GLD-1-TGE RNA interaction inhibition (C. elegans); Q17339; purified GLD-1 + fluorescein TGE RNA, fluorescence polarization; inhibition, % at 5.96 µM; hit rate 0.44% among 320,000; AID 2280;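 active means percent inhibition above a per-plate cutoff, the plate mean of test compounds plus 3 SD, cut at about 30% in these data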;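 further: 0% = DMSO wells with GLD-1 and probe and 100% = wells lacking GLD-1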
BCLXL inh – Bcl-xL (human) inhibition; inhibition, % at 10.9 µM; AID 2129; hit rate 0.7% among 320,000; GST-Bcl-xL / FITC-Bim BH3 peptide fluorescence polarization;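 active means inhibition above the mean of all tested compounds plus 3 SD, cutoff set per campaign, cut at about 30% in these data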;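 further: 0% = DMSO wells and 100% = unlabeled Bim-BH3 peptide competitor; inhibitors lower millipolarization by displacing the labeled peptide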
Target sequence (Q07817 whole entry, looked up): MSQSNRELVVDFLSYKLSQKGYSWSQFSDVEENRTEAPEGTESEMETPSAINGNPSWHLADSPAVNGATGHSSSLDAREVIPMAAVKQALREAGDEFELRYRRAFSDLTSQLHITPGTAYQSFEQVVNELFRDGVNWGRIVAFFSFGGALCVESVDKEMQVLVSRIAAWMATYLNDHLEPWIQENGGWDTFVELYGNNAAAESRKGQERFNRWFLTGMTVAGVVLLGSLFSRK
MEX-5 binding – C. elegans MEX-5 TCR-2 RNA binding activity; Q9XUB2; MEX-5/FITC-TCR2 RNA binding, fluorescence polarization; hits give low values; activity score (negative = inhibition of binding), % at 10 µM; AID 1832; hit rate 0.38% among 300,000;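 active means inhibition past about -25% in most replicates, and total fluorescence under double the plate's negative control median, limit read from the data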;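 further: 0% = DMSO and -100% = 5 µM competing unlabeled TCR2 RNA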
Target sequence (Q9XUB2 whole entry, looked up): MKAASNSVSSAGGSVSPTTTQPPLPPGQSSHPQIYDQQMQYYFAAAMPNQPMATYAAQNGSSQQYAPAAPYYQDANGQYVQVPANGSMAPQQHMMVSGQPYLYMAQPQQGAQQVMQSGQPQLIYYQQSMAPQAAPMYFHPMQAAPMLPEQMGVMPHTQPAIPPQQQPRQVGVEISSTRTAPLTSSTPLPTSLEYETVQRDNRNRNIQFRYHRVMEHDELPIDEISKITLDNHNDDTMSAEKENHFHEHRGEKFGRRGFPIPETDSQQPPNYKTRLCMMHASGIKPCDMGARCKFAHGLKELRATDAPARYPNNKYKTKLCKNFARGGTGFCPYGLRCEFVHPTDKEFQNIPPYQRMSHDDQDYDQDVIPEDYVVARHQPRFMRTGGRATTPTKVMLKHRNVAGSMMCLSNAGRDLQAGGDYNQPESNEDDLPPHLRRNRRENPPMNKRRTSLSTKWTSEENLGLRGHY
GSTO1 counter – blocks human GSTO1 in RBBP9 counter-screen | hit rate 1.1% among 300,000 | recombinant GSTO1, activity-based probe fluorescence polarization | P78417 | inhibition, % at 5.96 µM;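 active means inhibition above the campaign mean inhibition plus 3 SD, cut at about 35% in these data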;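 further: 0% = GSTO1-1 with DMSO and 100% = wells lacking GSTO1-1 enzyme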
PME-1 primary – PME-1 (human) inhibition | Q9Y570 | recombinant PME-1, FP-Rh probe fluorescence polarization | hit rate 0.53% among 320,000 | inhibition, % at 5.9 µM;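 active means inhibition above the campaign mean of all compounds plus 3 SD, cut at about 26% in these data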;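 further: competitive labeling of PME-1 active site by serine hydrolase directed probe; 0% = PME-1 with DMSO and 100% = wells lacking PME-1 enzyme; inhibitors block probe labeling so polarization falls and inhibition rises; many of its hits are not listed in these tables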
Target sequence (Q9Y570 whole entry, looked up): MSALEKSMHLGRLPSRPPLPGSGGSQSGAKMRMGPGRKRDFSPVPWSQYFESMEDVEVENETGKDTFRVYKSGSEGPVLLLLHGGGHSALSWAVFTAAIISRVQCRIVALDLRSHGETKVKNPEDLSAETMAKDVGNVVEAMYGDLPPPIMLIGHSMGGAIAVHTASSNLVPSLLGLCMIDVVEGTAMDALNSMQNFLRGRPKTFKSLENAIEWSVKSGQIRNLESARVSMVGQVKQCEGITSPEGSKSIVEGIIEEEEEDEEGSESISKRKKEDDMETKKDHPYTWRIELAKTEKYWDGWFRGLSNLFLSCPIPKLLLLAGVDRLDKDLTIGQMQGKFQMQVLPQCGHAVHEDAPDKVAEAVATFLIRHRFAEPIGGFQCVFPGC
Numbers without * were called inactive; / = not tested or not shown; + = active, no number.

SMILES	PAD4 inh	TPT1 inh	Fam108B inh	MCL1-BIM inh	GLD-1 RNA inh	BCLXL inh	MEX-5 binding	GSTO1 counter	PME-1 primary
COc1cccc(CNCCc2ccccc2)c1OC	-2	-5	-3	4	6	3	-1.0	-2	-1
COC(=O)C1C2c3ccccc3OC1(C)N=c1s/c(=C/c3cnn(C)c3C)c(=O)n12 (stereo unspecified)	0	-4	2	-3	1	4	2.3	1	-2
CC(=O)O[C@]1(C)C(=O)OC/C2=C/CN(C)CCC(OC(=O)[C@@](O)(C(C)O)C[C@H]1C)C2=O (stereo partly specified)	1	-5	3	5	0	0	2.0	-1	2
C[n+]1c(-c2ccccc2)c2cc(N)ccc2c2ccc(N)cc21	81*	-47	104*	+	136*	155*	-90*	104*	116*
CC(C)(CN)CC(=O)O	1	-5	-2	-1	3	3	0.8	3	-3
O=C(COc1ccc(Cl)cc1)N1CCN(Cc2ccc([N+](=O)[O-])cc2)CC1	-3	0	-2	1	0	4	1.7	2	-3
O=[N+]([O-])c1cc([As](=O)(O)O)ccc1O	0	-1	1	0	4	3	/	9	-4
CCCCn1c(O)c(C=NCCCn2ccnc2)c(=O)[nH]c1=O	-1	12	2	-11	2	-3	2.6	-7	1
CCCCn1c(O)c(C(CC)=NCc2cccnc2)c(=O)[nH]c1=O	-6	-1	-2	-9	-1	2	-1.5	-5	3
COc1c(C)cc(C(=O)C2CCCN(Cc3ccccn3)C2)cc1C (stereo unspecified)	4	-2	-1	12	-2	0	2.1	-3	1

The list goes on; the last 3 above are carried over.
SMILES	PAD4 inh	TPT1 inh	Fam108B inh	MCL1-BIM inh	GLD-1 RNA inh	BCLXL inh	MEX-5 binding	GSTO1 counter	PME-1 primary
CCCCn1c(O)c(C=NCCCn2ccnc2)c(=O)[nH]c1=O	-1	12	2	-11	2	-3	2.6	-7	1
CCCCn1c(O)c(C(CC)=NCc2cccnc2)c(=O)[nH]c1=O	-6	-1	-2	-9	-1	2	-1.5	-5	3
COc1c(C)cc(C(=O)C2CCCN(Cc3ccccn3)C2)cc1C (stereo unspecified)	4	-2	-1	12	-2	0	2.1	-3	1
FC(F)(F)c1ccc2c(c1)nnn2C1CCN(Cc2nnnn2Cc2ccccc2)CC1	-5	22	-3	-14	5	-12	0.7	2	-1
CCOC(=O)c1c(C)[nH]c(C)c1C(=O)C(Cc1ccccc1)N(C)C (stereo unspecified)	0	2	-2	-9	-1	1	0.1	0	4
Cc1cc(OC(=O)N(C)C)nc2c1c(C)nn2C	3	-4	0	4	0	-10	2.5	3	4
COP(=O)(OC)Oc1ccc(C(O)C(Cl)(Cl)Cl)cc1 (stereo unspecified)	0	0	3	6	2	6	/	9	0
CCCCn1c(O)c(C(CC)=NCCCN(C)C)c(=O)[nH]c1=O	3	-2	-4	5	0	6	-0.4	1	-5
COc1cc(CN2CCNCC2)cc(OC)c1OC	-4	1	4	4	4	2	0.4	-4	6
CCCCC/C=C\C/C=C\C/C=C\C/C=C\CCCC(=O)Nc1ccc(O)cc1	2	-1	5	9	3	2	-1.7	5	-5
CC(C(=O)c1c[nH]c2ccccc12)N1CCOCC1 (stereo unspecified)	1	0	0	-2	-3	7	1.2	-1	8
COC(=O)C1=C(c2cccc(C#N)c2)C[C@@H]2CC[C@H]1N2C(=O)N1CCc2cc(OC)c(OC)cc2C1	-6	/	/	3	2	-2	/	/	6
Cc1occc1C(=O)N1CCC2(CC1)OCCO2	-2	-2	0	2	3	0	0.0	-1	1
CCCC[N+]12C3C[C@H](C4[C@H](O)[C@]5(C[C@@H]41)c1ccccc1N(C)[C@@H]35)[C@H](CC)[C@H]2O (stereo partly specified)	1	0	4	-16	-3	-3	1.0	3	2
Cc1cccc(N2C(=O)/C(=C/c3ccc(CN(CCC#N)S(C)(=O)=O)o3)C(=O)NC2=S)c1	-14	34*	-7	13	0	8	-4.3	5	-9
CN1CCc2cccc(Cl)c2CC1	-2	1	2	11	7	1	/	5	-2
COc1ccccc1C1=NCc2nnc(C)n2-c2ccc(Cl)cc21	4	0	3	5	-1	9	0.1	-2	2
COc1ccc(C2=NCC(=S)Nc3ccc(Cl)cc32)cc1Cl	-1	0	-3	8	9	11	-0.5	2	-4
Cn1cc(C(=O)OCC(=O)N2CCCC2)c2ccccc21	-5	/	/	-5	7	-3	/	/	2
CCC(COC(=O)NC)NC(=O)Oc1cccc(C)c1 (stereo unspecified)	0	-1	1	4	1	1	2.1	-4	2
CC(C)(C)N1Cc2ccccc2C1=N	-17	-2	-2	2	-2	-2	0.0	-1	1
CCCCCCOc1ccc(CN2CCN(CC)CC2)cc1	2	-6	4	3	-6	8	-1.5	7	-5
N#CC(Br)Br	0	/	/	-1	-1	4	/	/	-10
CCCN1C2CCCC1CC(NC(C)=O)C2 (stereo unspecified)	-3	-5	-2	1	2	2	-0.9	7	3
O=C(Nc1cccc(OC(=O)N2CCOCC2)c1)N1CCOCC1	-10	-2	1	1	1	-1	1.1	3	-7
Cc1ccsc1C(=O)C1CCCN(Cc2ccccc2O)C1 (stereo unspecified)	-2	4	-3	-2	-6	2	-1.8	-4	9
Cn1nc(N)c2c1N=P(N1CCOCC1)(N1CCOCC1)N=C2c1ccccc1	1	-1	-1	4	3	6	-1.3	0	-6
Cc1ccc2c(c1)=C/C(=C\c1c(O)[nH]c(=S)[nH]c1=O)C(=O)N=2	-2	-1	-1	2	7	15	-6.1	5	2
COc1cc(C(=S)N2CCOCC2)cc(OC)c1OC(=O)Cc1ccccc1	-6	0	8	5	-2	-3	-2.9	9	-1
O=C(COC(=O)Cc1ccccc1)Nc1ccc(SC(F)F)cc1	2	-3	-5	-7	7	1	1.3	1	4
Cc1cccc(CN2CCN(Cc3ccc(Cl)cc3)CC2)c1	-8	4	1	-4	1	3	1.7	3	2
COC(=O)C1=C(c2cc3ccccc3s2)C[C@@H]2CC[C@H]1N2C(=O)N1CCOCC1	1	-1	0	3	8	0	1.3	4	5
C[C@]12CC[C@H](O)C[C@H]1CC[C@@H]1[C@@H]2C[C@@H](O)[C@]2(C)[C@@H](C3=CC(=O)OC3)CC[C@]12O	-1	-2	7	-1	13	-1	/	-2	0
CN1C(=O)C(C2(C#N)CCCCC2)C(=O)N(C)C1=O	0	1	-2	-2	3	-2	-1.2	4	3
CCn1c(O)c(/C(C)=N/N2CCCCC2c2cccnc2)c(=O)[nH]c1=S (stereo unspecified)	-4	15	2	-22	-12	-6	/	-8	3
COC(=O)C1=C(c2cc3ccccc3s2)C[C@@H]2CC[C@H]1N2C	0	/	/	-1	-1	9	/	/	-3
COC(=O)C1=C(c2c(C)noc2C)C[C@@H]2CC[C@H]1N2C(=O)NCCCOC(C)C	0	/	/	-2	7	4	/	/	-1
O=C(NC(=O)N1CCC2(CC1)OCCO2)c1ccc(Cl)cc1	-2	-3	3	-2	0	3	0.0	2	-10
CC1=CC(=O)NP(=O)(Oc2ccc3ccccc3c2)N1 (stereo unspecified)	0	-1	4	-6	6	5	-0.6	10	-2
CN(C)CCN=Cc1c(O)n(Cc2ccc3c(c2)OCO3)c(=S)[nH]c1=O	-5	-2	-2	2	-1	4	-4.3	8	1
O=C(Cc1ccccc1)OCCNC(=O)c1cccnc1	1	3	3	2	2	4	1.9	9	-4
COC(=O)C1=C(c2cc3ccccc3o2)C[C@@H]2CC[C@H]1N2C(=O)N1CCOCC1	-2	1	-1	1	1	6	1.0	1	5
COc1cc(/C=C2/C(=O)NC(=O)N(c3ccccc3)C2=O)ccc1O	-1	0	3	-2	2	4	0.5	-1	4
CC1CN=C(Nc2ccccc2)S1 (stereo unspecified)	3	3	1	-2	10	-5	0.9	-7	-1
O=c1[nH]c(=O)n(-c2ccccc2F)c(O)c1/C=C1\C=Nc2ccccc21	-9	56*	-1	-47	-25	-23	5.5	7	0
O=C(CSc1ccccc1)N1CCC2(CC1)OCCO2	1	0	4	4	11	0	-3.5	12	-2
CCOC(=O)c1c(N)n(CCN2CCCCC2)c2nc3ccccc3nc12	2	4	0	11	1	12	-1.4	7	6
CCCC1=C(C(=O)OCC)C2(C(=O)Nc3ccc(C)cc32)C(C#N)=C(N)O1 (stereo unspecified)	-8	0	-1	-2	-4	2	-2.2	4	-5
CCN(CC)C(=O)c1ccc(N2C(=O)C3CC=C(Cl)CC3C2=O)cc1 (stereo unspecified)	-1	-2	3	-3	18	3	-1.6	4	-10
CCC(=Nc1ccccc1NC(C)=O)c1c(O)n(C)c(=O)n(C)c1=O	0	-6	-2	5	5	-1	0.3	3	-1
O=c1c2ccccc2nc(/C=C/c2ccccc2F)n1-c1ccccc1O	4	0	-2	5	1	7	-0.9	-7	-8
COc1cc2c(cc1O)C[C@H]1c3c(cc(O)c(OC)c3-2)CCN1C	-9	-2	-4	10	8	13	/	5	0
COc1ccc(NC(=O)c2cn(CCC#N)nc2-c2cccc([N+](=O)[O-])c2)cc1	-1	-3	-1	-1	5	2	-2.2	23	3

New compounds follow.
SMILES	PAD4 inh	TPT1 inh	Fam108B inh	MCL1-BIM inh	GLD-1 RNA inh	BCLXL inh	MEX-5 binding	GSTO1 counter	PME-1 primary
Cn1c(=O)c2c(nc(N/N=C/c3c(O)n(C4CCCCC4)c(=S)[nH]c3=O)n2C)n(C)c1=O	-8	14	8	9	-3	9	-8.3	-26	8
CCC1=C(C)C(N2CCOCC2)=NP(N2CCOCC2)(N2CCOCC2)=N1	6	-1	-6	5	0	-1	-1.8	3	-3
CCOC(=O)C(O)(c1ccc(N(CC)S(=O)(=O)c2ccccc2)cc1)C(F)(F)F (stereo unspecified)	-1	-3	0	5	3	1	-2.2	9	2
O=C(Cc1cccc(C(F)(F)F)c1)N1CCN(CC(=O)N2CCCC2)CC1	2	/	/	1	1	1	/	/	0
CC1(O)CCN2C(=O)CCc3cccc1c32 (stereo unspecified)	-6	/	/	66*	58*	49*	/	/	-5
COC(=O)C1=C(c2ccc3ccccc3c2)C[C@@H]2CC[C@H]1N2C(=O)N1CCC(O)CC1	-1	/	/	-3	0	2	/	/	3
Oc1c(Br)cc(Br)cc1Oc1ccc(Br)cc1Br	-2	0	12	11	7	9	2.6	6	21
Nc1ccc(C2(c3ccc(N)cc3)c3ccccc3-c3ccccc32)cc1	-1	-2	-2	1	1	1	1.6	1	12
C=CCC1C(=O)NC(=S)NC1=O	-3	-3	-2	23	0	13	-0.4	5	3
COC(=O)C1=C(c2ccccc2)C[C@@H]2CC[C@H]1N2C(=O)NC1CCCCC1	-4	0	-3	3	-1	-5	-4.0	-2	1
CN(C)CC1CSCCC1(O)c1cccc(Cl)c1 (stereo unspecified)	6	-2	5	-3	3	1	-1.4	6	-3
O=c1cccc2n1CC1CNC[C@H]2C1	-1	-4	-1	11	-1	10	/	4	-8
CCC(C)C1NC(=O)C(C(C)=O)=C1O (stereo unspecified)	0	1	-1	1	1	8	-1.0	-5	-1
CC(C)c1cc(Br)c(NC(=O)Nc2cccnc2)c(Br)c1	1	0	-3	1	-3	1	3.6	1	1
CC1COC2N=C(N[N+](=O)[O-])NC2O1 (stereo unspecified)	-1	3	5	7	-6	0	-0.4	-3	0
CN(C)CCCNCC(=O)Nc1ccc(Cl)cc1C(=O)c1ccccc1	2	-3	0	1	4	2	2.2	-2	-1
Cn1c2ccccc2c2c(C(=O)N3CCC4(CC3)OCCO4)cn(C3CCCC3)c(=O)c21	-5	0	3	2	-4	-1	-0.4	-2	-9

High-throughput results deposited in PubChem BioAssay by several laboratories.

This is a subset (hit frequency here may not be typical).
